# Screening data from PubChem.
# ARNT TACC3 PPI: disrupts binding between human ARNT and TACC3. 390,000 tested, 0.66% active. inhibition, % at 9.99 µM. AID 623870. Q9Y6A5. AlphaScreen His-ARNT PAS-B/GST-TACC3 binding, luminescence; TACC3 fragment carries E629A point mutation;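 active means mean inhibition of replicates at least 50% and at least half of replicates each reaching 50%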;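 further: 0% = complete ARNT plus TACC3 wells and 100% = ARNT alone without TACC3; many hits fall short of the cut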
# PglD DTNB: inhibitors of Campylobacter jejuni PglD acetyltransferase; inhibition, % at 12.5 µM; AID 602405; 360,000 tested, 0.098% active; purified PglD enzyme, DTNB colorimetric CoA detection; in the data active means inhibition above about 16%, passing the limit was not always enough; further: strong numbers were not always called active
# RAD54 inh: blocks human RAD54 Holliday junction branch migration | Q92698 | FAM/BHQ fluorescence | inhibition, % at 10.4 µM | 360,000 tested, 0.14% active | AID 602329;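 active means mean normalized replicate activity at least 40 and at least half of replicates scoring 40 or more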;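 further: 0% = median of neutral control wells and 100% = median of positive control wells; inhibitors cause a drop in the FAM fluorescence signal; in these data hits start at about 50%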
# Target sequence (Q92698 whole entry, looked up): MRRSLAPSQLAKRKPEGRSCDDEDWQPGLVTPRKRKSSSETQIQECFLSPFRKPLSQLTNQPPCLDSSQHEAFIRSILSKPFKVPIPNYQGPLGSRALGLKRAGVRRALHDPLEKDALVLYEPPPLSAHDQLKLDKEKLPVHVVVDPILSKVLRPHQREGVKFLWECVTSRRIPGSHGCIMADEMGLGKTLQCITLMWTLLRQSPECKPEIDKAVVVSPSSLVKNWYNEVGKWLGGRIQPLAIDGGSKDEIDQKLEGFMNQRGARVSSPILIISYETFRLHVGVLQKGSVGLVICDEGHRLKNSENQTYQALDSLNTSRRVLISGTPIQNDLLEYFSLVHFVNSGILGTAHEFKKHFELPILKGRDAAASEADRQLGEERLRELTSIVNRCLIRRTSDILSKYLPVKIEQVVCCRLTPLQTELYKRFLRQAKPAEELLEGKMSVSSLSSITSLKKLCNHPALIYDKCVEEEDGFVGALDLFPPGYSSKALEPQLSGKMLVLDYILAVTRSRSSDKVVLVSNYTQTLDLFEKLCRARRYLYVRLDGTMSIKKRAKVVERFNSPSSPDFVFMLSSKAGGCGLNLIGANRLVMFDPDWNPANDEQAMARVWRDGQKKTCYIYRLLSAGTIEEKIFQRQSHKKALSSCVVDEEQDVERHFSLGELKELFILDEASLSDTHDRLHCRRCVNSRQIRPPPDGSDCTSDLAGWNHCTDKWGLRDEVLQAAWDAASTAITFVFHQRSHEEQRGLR
# An asterisk follows results filed as active.
# Sequence of screens: ARNT TACC3 PPI	PglD DTNB	RAD54 inh
CC(C)CCNC(=O)C(c1cccnc1)N(CCc1ccccc1)C(=O)Cn1nnc2ccccc21 (centres undefined)
  -4	4	-1
CCOC(=O)COc1ccc(C)cc1-c1ccno1
  -11	-1	-7
O=[N+]([O-])c1cccc(CNc2ccc3c(c2)CCC3)c1
  12	8	-4
Cc1cccc(C)c1NC(=O)CSc1nnc(C)n1-c1ccccc1
  1	1	0
CC1CN=C(N(Cc2ccccc2)C(=O)Nc2ccccc2)S1 (centres undefined)
  11	1	2
Cc1ccccc1Cn1c(-c2cncs2)nc2ccccc21
  -19	14	-10
O=C(COc1ncnc2c1cnn2-c1ccccc1)Nc1ccc(S(=O)(=O)N2CCCCC2)cc1
  -6	6	1
CCOC(=O)CNS(=O)(=O)c1cc(-c2nn(C)c(=O)c3ccccc23)ccc1C
  0	0	-5
CCOC(=O)c1cc(C#N)c(SCc2ccc(C#N)cc2)nc1C
  -2	0	0
COc1cc2c(-c3ccc(O)cc3)nc3c(c(C)nn3-c3ccccc3)c2cc1OC
  4	-2	5
N#C/C(=C\c1cccnc1)C(=O)Nc1ccccc1
  3	-1	-11
Cc1cccc(N(C(=O)CCC(=O)Nc2cc(C)on2)C(C(=O)NC2CCCC2)c2ccncc2)c1 (centres undefined)
  3	-3	-2
Nc1nc2c(s1)C(=O)CC(c1ccccc1)C2 (centres undefined)
  0	0	-2
COc1ccc(NC(=O)C(c2ccc(C)cc2)N(C)C(=O)CC2NC(=O)NC2=O)cc1 (centres undefined)
  0	-6	-6
O=C(NCC(c1cccnc1)N1CCOCC1)c1cccc(Cl)c1 (centres undefined)
  3	0	5

# Arranged by number of heavy atoms (smallest number first): four of the compounds above
# Sequence of screens: ARNT TACC3 PPI	PglD DTNB	RAD54 inh
CC1CN=C(N(Cc2ccccc2)C(=O)Nc2ccccc2)S1 (centres undefined)
  11	1	2
CCOC(=O)c1cc(C#N)c(SCc2ccc(C#N)cc2)nc1C
  -2	0	0
Cc1cccc(C)c1NC(=O)CSc1nnc(C)n1-c1ccccc1
  1	1	0
O=C(COc1ncnc2c1cnn2-c1ccccc1)Nc1ccc(S(=O)(=O)N2CCCCC2)cc1
  -6	6	1

# Following part
# Sequence of screens: ARNT TACC3 PPI	PglD DTNB	RAD54 inh
O=C(CSc1ccc(-c2ccco2)nn1)c1ccc(F)cc1
  -3	1	1
CCNC(=O)CC1C(=O)N(c2ccc(F)cc2)C(=O)N1Cc1ccccn1 (centres undefined)
  -8	6	-8
O=S1(=O)C[C@@H](O)[C@@H](Nc2ccc(Cl)cc2)C1
  -2	7	-4
COc1ccc(C(=O)NC(=S)NNC(=O)Cc2cccs2)cc1
  8	-6	6
COc1ccccc1-c1nnc(NC(C)=O)s1
  -3	-2	1
O=C(NNC(=O)c1ccc([N+](=O)[O-])cc1)c1ccncc1
  -2	2	-2
COc1cc(OC)cc(-c2cc(N3C(=O)Nc4ccccc4N3O)n[nH]2)c1
  2	4	4
Nc1nc2ccccc2n1/N=C/c1cccnc1
  -5	-2	-4
O=S(=O)(CCc1nnc(-c2ccccc2)o1)c1ccc2ccccc2c1
  2	-3	0
CCc1nnc(NC(=O)c2cc(-c3ccccc3)nn2-c2ccccc2)s1
  -13	-2	-3
N#Cc1cnc(SCCc2ccccc2)nc1N
  1	-5	-8
Cc1ccc(/C=N/NC(=O)C(C)Oc2ccccc2[N+](=O)[O-])s1 (centres undefined)
  -1	-6	2
O=C(NC1CCCC1)c1cc2c(ccc3ccccc32)o1
  6	2	7
CCCS(=O)(=O)N1CCN(Cc2ccccc2OCC)CC1
  -8	-5	9
COC(=O)c1c(C)[nH]c(C(=O)CSc2ncnc3sc(-c4ccccc4)cc23)c1C
  25	6	3

# 4 neighbouring entries from above:
# Sequence of screens: ARNT TACC3 PPI	PglD DTNB	RAD54 inh
Cc1ccc(/C=N/NC(=O)C(C)Oc2ccccc2[N+](=O)[O-])s1 (centres undefined)
  -1	-6	2
O=C(NC1CCCC1)c1cc2c(ccc3ccccc32)o1
  6	2	7
CCCS(=O)(=O)N1CCN(Cc2ccccc2OCC)CC1
  -8	-5	9
COC(=O)c1c(C)[nH]c(C(=O)CSc2ncnc3sc(-c4ccccc4)cc23)c1C
  25	6	3

# Remaining list, next part.
# Sequence of screens: ARNT TACC3 PPI	PglD DTNB	RAD54 inh
O=C(c1cccc(F)c1)N1CCN(c2cccc(C(F)(F)F)c2)CC1
  -4	6	-1
Cc1ccc(-n2ncc3c(=O)n(CC(=O)Nc4cccc(Cl)c4)cnc32)cc1C
  -4	-3	-6
C=CCN(c1ccccc1)S(=O)(=O)c1cccc(C(=O)Nc2nc3ccccc3[nH]2)c1
  0	3	8
CC(=O)c1cccc(N(C(=O)Cn2nnc3ccccc32)C(C(=O)NCc2ccccc2)c2ccccn2)c1 (centres undefined)
  -1	6	-3
Fc1ccc(N2CCN(c3ncnc4c3nnn4Cc3ccccc3Cl)CC2)cc1
  -4	-3	1
COc1ccc(C)cc1N(C)C(=O)c1coc(=O)c2ccccc12
  19	0	9
O=C(COc1ccc(Cl)cc1Cl)OCn1nnc2ccccc2c1=O
  -3	1	-4
CCn1nnnc1SCC(=O)Nc1cc(C)on1
  -1	2	2
CC(C)(C)c1cnnn1-c1ccc(C(=O)CCl)cc1
  5	-1	-4
O=C(N/N=C(/CC(=O)c1cccs1)C(F)(F)F)c1ccc(O)cc1
  6	-1	7
COc1cccc(C2=NCCc3cc4c(cc32)OCO4)c1OC
  20	0	3
CCCCNC(=O)c1cc([N+](=O)[O-])[nH]n1
  1	2	3
CCOC(=O)N1CCN(S(=O)(=O)c2ccc(F)c(C(=O)Nc3cccc(Cl)c3C)c2)CC1
  0	-1	-10
C=CCn1c(C)cc(C(=O)CSc2ccc(NC(C)=O)cc2)c1C
  -3	3	-10
CCn1c(N)c(C(=O)NCCCOC)sc1=S
  0	6	-8
O=C(CCCC(=O)N(CC(=O)NC1CCCC1)Cc1ccc2c(c1)OCO2)Nc1ccccn1
  2	1	-4
Cc1cc(N=Cc2c(O)n(-c3ccc4c(c3)OCO4)c(=O)c3ccccc23)ccn1
  3	-5	18
CCOc1cccc(/C(O)=C2/C(=O)C(=O)N(Cc3cccnc3)C2c2ccco2)c1 (centres undefined)
  1	-1	8
Cc1c(C(=O)N2CCOCC2)sc2ncn(CC(=O)N3CCC(C)CC3)c(=O)c12
  4	1	-3
O=C(NCc1ccccn1)C1CC(c2ccc(F)cc2)=NO1 (centres undefined)
  -4	4	6
Cc1ccc(NCc2nnc(SCCN3CCCCC3)n2CC2CCCO2)cc1Cl (centres undefined)
  8	0	6
O=c1c2[nH]c3ccccc3c2ncn1Cc1ccco1
  -1	0	6
c1ccc(-c2ccc(C3=Nn4c(Cn5nnc6ccccc65)nnc4SC3)cc2)cc1
  0	0	-5
CSc1ccc(-c2sc(Nc3ccccc3)n[n+]2-c2ccc(F)cc2)cc1
  1	3	-8
O=C(Nc1ccc(Cc2ccc(NC(=O)C3CC3)c(O)c2)cc1O)C1CC1
  -2	-4	3
N#CCC(=N)N1CCN(c2cccc(Cl)c2)CC1
  20	-5	-2
COc1ccccc1CNC(=O)CC(C)C
  -1	3	8
COC(=O)c1ccc(N2C(=O)CC(N3CCN(c4ccccc4)CC3)C2=O)cc1 (centres undefined)
  -2	-4	3
CCCCN(C)C1=Nc2cccc3cccc1c23
  8	5	32
S=C(Nc1ccc(Cl)cc1)N(CCCN1CCOCC1)Cc1ccco1
  -3	-3	-4
O=C1c2ccccc2C(=O)N1CCCc1c[nH]c2ccccc12
  4	3	-6
COc1ccccc1/C=N/NC(=O)c1nnn(-c2nonc2N)c1CSC1=NCCS1
  25	6	-6
O=C1Nc2ccccc2C12OCC1(CO2)COC2(OC1)C(=O)Nc1ccccc12 (centres undefined)
  -5	-6	-6
CC(=O)/C(=N\Nc1cccc(Cl)c1)Sc1cccc2cccnc12
  7	-1	-6
CC(C)(C)C(=O)Cn1ncc(NC2CC2)c(Br)c1=O
  -5	-6	-13
Cc1c(NC(=O)C(C)N2C(=O)c3ccccc3C2=O)c(=O)n(-c2ccccc2)n1C (centres undefined)
  0	-5	-9
COc1ccc(C(C(=O)NC2CCCCC2)N(C(=O)CCl)c2ccc(OC)cc2)cc1 (centres undefined)
  -6	-3	-1
CC(=O)Oc1ccc(C(=O)[C@H]2[C@H]3C(=O)N(c4ccccc4)C(=O)[C@H]3[C@@H]3C=CC=NN32)cc1
  -8	-3	-19
O=[N+]([O-])c1cc(C(F)(F)F)ccc1NN=C1CCCC1
  0	-7	1
O=C(O)CSc1c[nH]c2ccccc12
  -3	-7	-3
C=CCNC(=O)CCCOc1ccc(C)cc1
  1	-2	6
COc1ccc(/C=C/c2cc(-c3ccc(C)cc3)o[n+]2C)cc1
  18	0	34
Cn1c(COc2ccc(Cl)cc2)nnc1SCC(=O)Nc1ccc2c(c1)CCC2
  -4	0	2
CCN(CC)S(=O)(=O)c1ccc2nc(NC(=O)c3cccs3)sc2c1
  -3	2	-4
CCSC1=C(C#N)C(c2ccccc2Cl)C(C(=O)c2cccs2)C(O)(C(F)(F)F)N1 (centres undefined)
  1	-4	3

# 2 records drawn at random from those above:
# Sequence of screens: ARNT TACC3 PPI	PglD DTNB	RAD54 inh
O=C(O)CSc1c[nH]c2ccccc12
  -3	-7	-3
CC(C)(C)C(=O)Cn1ncc(NC2CC2)c(Br)c1=O
  -5	-6	-13

# Additional structures
# Sequence of screens: ARNT TACC3 PPI	PglD DTNB	RAD54 inh
COc1ccc(NC(=O)c2oc3ccccc3c2NC(=O)C(C)(C)C)cc1
  28	-3	-1
C/C(CCc1ccc2c(c1)OCO2)=N\NC(=O)c1ccccc1Cl
  -4	-3	-8
CCn1c(CSc2nnc(C)n2-c2ccccc2)nc2cc(S(=O)(=O)N(C)C)ccc21
  -11	4	3
O=S1(=O)C[C@@H](N2CCOCC2)[C@H](N2CCOCC2)C1
  -10	1	-3

# Record cards, from the list above. Values in the order: ARNT TACC3 PPI, PglD DTNB, RAD54 inh
# C/C(CCc1ccc2c(c1)OCO2)=N\NC(=O)c1ccccc1Cl across the screens: -4, -3, -8
# COc1ccc(NC(=O)c2oc3ccccc3c2NC(=O)C(C)(C)C)cc1 across the screens: 28, -3, -1

# These rows are one share of the data (hit frequency here may not be typical).
